From PubChem BioAssay
N370S GC: inhibitors or activators of N370S glucocerebrosidase for Gaucher disease | N370S GC spleen homogenate, 4MU-glucoside fluorescence | Potency, µM (top dose mostly 59.4 µM), without a hit: at the highest dose activity change, negative = inhibition, hits mostly inhibitors | 330,000 compounds, 0.092% hits | AID 2101 | P04062;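 note: 0% = full enzyme activity and -100% = no enzyme basal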
FEN1 inhibitor: human FEN1 inhibition; P39748; Recombinant FEN1 flap cleavage, fluorescence, 15 min; Potency, µM (top dose mostly 114 µM), for inactives: at the top dose activity change, negative = inhibition, usual class: inhibitors; 390,000 compounds, 0.35% hits; AID 588795; note: nearly all actives have a fitted effect of over 65% in size
Target sequence (P39748 whole entry, looked up): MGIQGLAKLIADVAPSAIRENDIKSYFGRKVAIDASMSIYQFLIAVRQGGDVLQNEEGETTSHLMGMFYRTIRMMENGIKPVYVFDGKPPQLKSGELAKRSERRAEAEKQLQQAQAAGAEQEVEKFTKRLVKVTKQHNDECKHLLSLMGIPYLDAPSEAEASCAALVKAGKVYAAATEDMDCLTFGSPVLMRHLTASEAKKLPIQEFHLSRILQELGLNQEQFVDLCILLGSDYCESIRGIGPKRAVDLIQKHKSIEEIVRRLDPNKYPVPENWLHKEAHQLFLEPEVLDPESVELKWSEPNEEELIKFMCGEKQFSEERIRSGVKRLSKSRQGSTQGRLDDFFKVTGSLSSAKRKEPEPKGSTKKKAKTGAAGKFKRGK
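Reaction started by adding substrate (50 nM final) to 10 nM enzyme after 15 min room-temperature compound preincubation. Reads at 0 and 15 min, with data normalized and fitted to a four-parameter Hill equation.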
TDP1 inh: blocks human tyrosyl-DNA phosphodiesterase 1; Q9NUW8; recombinant TDP1, AlphaScreen DNA substrate cleavage; Potency, µM (doses to about 130 µM), inactives show at the top dose activity change, negative = inhibition, most hits filed as inhibitors; 350,000 compounds, 0.28% hits; AID 485290; note: nearly all actives have a fitted effect of over 40% in size
Target sequence (Q9NUW8 whole entry, looked up): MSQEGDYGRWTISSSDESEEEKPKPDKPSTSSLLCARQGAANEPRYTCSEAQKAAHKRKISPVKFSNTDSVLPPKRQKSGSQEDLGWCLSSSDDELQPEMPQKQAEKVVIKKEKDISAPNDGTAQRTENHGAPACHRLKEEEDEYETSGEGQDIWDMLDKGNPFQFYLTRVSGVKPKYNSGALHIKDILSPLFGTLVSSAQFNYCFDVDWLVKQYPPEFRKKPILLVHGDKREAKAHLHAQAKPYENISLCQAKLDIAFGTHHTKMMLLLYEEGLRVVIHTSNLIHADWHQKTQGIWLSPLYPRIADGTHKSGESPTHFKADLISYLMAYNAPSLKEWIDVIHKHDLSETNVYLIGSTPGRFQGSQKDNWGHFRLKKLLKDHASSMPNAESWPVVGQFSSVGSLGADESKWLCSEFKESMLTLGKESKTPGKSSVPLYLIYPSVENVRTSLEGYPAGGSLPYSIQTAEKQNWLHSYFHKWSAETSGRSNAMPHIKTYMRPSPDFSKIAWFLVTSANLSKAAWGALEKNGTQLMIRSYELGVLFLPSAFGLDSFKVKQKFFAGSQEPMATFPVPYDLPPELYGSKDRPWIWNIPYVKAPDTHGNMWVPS
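Recombinant human Tdp1 (E. coli-expressed, 1 nM final) preincubated with compounds 15 min at room temperature, then 5'-biotin/3'-phosphotyrosine-FITC DNA substrate (15 nM final) added for 5 min. AlphaScreen beads (10 ug/ml final) added 10 min; cleavage lowers signal.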
The depositor's hits bear a star; ? = inconclusive; / = no result given; [ ] = another dose, or the depositor's remark. Calls come from the whole dose curve; as a rule, active = well fitted curve in the direction sought with a large enough effect; inconclusive = small, poorly fitted or top-dose-only effect, or another doubt; inactive = no such curve, though single readings can be large; an effect the other way counts as inactive or inconclusive. Unless noted, % is set by controls: 0 for no effect and ±100 for the full control effect; potency is the fitted concentration of half-maximal effect.

Each structure is followed by: N370S GC	FEN1 inhibitor	TDP1 inh
CC1CCc2cc(F)ccc2N1C(=O)c1cccs1 (stereo not drawn)
→ -3.2%	-10.5%	1.8%
Cc1ccc(NC(=O)C(c2ccc(Cl)cc2Cl)N2CCCC2)cc1 (stereo not drawn)
→ -10.8%	-19.8%	2.7%
Nc1nc(NCc2ccccc2)nc(-c2ccccc2)n1
→ ?	1.8%	2.8%
CC(C(=O)c1c[nH]c(C(=O)N=CN(C)C)c1)c1ncc(C(F)(F)F)cc1Cl (stereo not drawn)
→ 2.4%	-7.4%	3.8%
Cc1ccc(S(=O)(=O)N2CCOCC2)cc1C(=O)Nc1nc(-c2ccccn2)cs1
→ /	-0.4%	1.9%
O=C(NNC(=O)C(Cl)Cl)c1cnn(-c2ccccc2)c1C(F)(F)F
→ -1.0%	-0.4%	6.8%
Cn1c(=O)n(Cc2c(F)cccc2Cl)c(=O)c2c1nc1n2CCN1c1ccc(F)cc1
→ /	11.7%	1.3%
COc1ccc(C(=O)C(C)Sc2nnc(C3CC3)n2C2CC2)cc1 (stereo not drawn)
→ /	17.0%	0.0%
COc1ccc(C(=O)C(CN2CCCC2)c2ccccc2)cc1 (stereo not drawn)
→ 1.7%	0.6%	-4.2%
O=C(CNC(=O)c1ccccc1Br)N/N=C/c1cccs1
→ -5.3%	-1.7%	/
CN1C(=O)c2ccccc2C(C(=O)O)C1c1cccc(Cl)c1 (stereo not drawn)
→ -2.5%	-1.7%	-5.1%
O=C(c1ccccc1)c1ccc(OCC(O)CN2CCN(S(=O)(=O)N3CCCCC3)CC2)cc1 (stereo not drawn)
→ -2.9%	-20.1%	8.0%
Cc1conc1NC(c1cccs1)c1ccc2cccnc2c1O (stereo not drawn)
→ 2.3%	/	7.8%
Cn1c(-c2ccc(Br)o2)nc2cc(Br)ccc21
→ 10.2%	-10.1%	0.0%
Cc1ccsc1CN(C)C(=O)CN1C(=O)NC2(CCCc3ccccc32)C1=O (stereo not drawn)
→ /	-12.6%	1.4%
O=C(CNC(=O)c1ccccc1F)c1ccccc1
→ 0.8%	13.4%	1.0%
CCCN(C(=O)Cn1ncc2c([nH]c3ccc(C)cc32)c1=O)c1ccccc1C
→ /	-13.5%	6.3%
COc1ccccc1OCCn1c(CO)nc2ccccc21
→ 2.1%	6.6%	3.2%
Cc1cc(NC(=O)CSc2nc3cc(Cl)ccc3c(=O)n2C(C)C)no1
→ 2.6%	0.6%	-1.3%
Cc1cccc(-c2nnc(NC(=O)c3ccco3)s2)c1
→ -4.3%	-0.1%	2.4%
COc1ccccc1C(=O)Nc1ccnn1C1CCN(Cc2csc(C(C)=O)c2)CC1
→ -7.1%	-14.7%	0.5%
COc1cc(NC(=S)NC(=O)CC(C)C)ccc1NC(=O)c1cc2ccccc2o1
→ 14.4%	1.6%	-2.6%
CCNC(=O)CSc1nc2ccccc2c(=O)n1-c1cc(OC)ccc1OC
→ 12.2%	-13.0%	-1.1%
CCOC(=O)c1ccc(N2C(=O)C(C)=C(C)C2=O)cc1
→ -0.4%	-1.4%	2.1%
CCOc1ccccc1NC(=S)NCCCn1ccnc1
→ 15.3%	-7.9%	1.2%
C/C(Cn1nnc2ccccc21)=N\OC(=O)c1cc(F)c(F)cc1Cl
→ -8.8%	-19.8%	-7.6%
COc1ccccc1NC(=S)N(Cc1ccc(C(=O)O)cc1)Cc1ccc(OC)c(OC)c1
→ 4.4%	-6.3%	-2.3%
Cc1ccn2c(=O)c(C(=O)Nc3ccc(F)c(C(F)(F)F)c3)cnc2c1
→ /	16.1%	-7.8%
Cc1cccc(-n2c(C)cc(C)c(C#N)c2=O)c1
→ 6.4%	-4.9%	5.6%
COC(=O)c1ccc(C(=O)OC)c(NC(=O)c2ccc(-c3ccccc3)s2)c1
→ /	12.9%	0.0%

Part of the list above, field by field:
Cc1ccn2c(=O)c(C(=O)Nc3ccc(F)c(C(F)(F)F)c3)cnc2c1
  N370S GC: / | FEN1 inhibitor: 16.1% | TDP1 inh: -7.8%

Cc1cccc(-n2c(C)cc(C)c(C#N)c2=O)c1
  N370S GC: 6.4% | FEN1 inhibitor: -4.9% | TDP1 inh: 5.6%

Additional structures follow.
Each structure is followed by: N370S GC	FEN1 inhibitor	TDP1 inh
CC(C)N(Cc1nc(COc2ccccc2)no1)Cc1nccn1C
→ -1.5%	18.4%	0.0%
O=C(COC(=O)c1cc(-c2cccs2)nn1-c1ccccc1)Nc1ccc(F)c([N+](=O)[O-])c1
→ 5.1%	7.4%	2.3%
COc1ccc(NC(=O)COC(=O)[C@@H]2CCCN2C(=O)c2cccs2)c(OC)c1
→ 18.3%	5.6%	-1.0%
Cc1ccccc1N1CCN(C2CCCN(C(=O)CCC(F)(F)F)C2)CC1 (stereo not drawn)
→ -3.2%	-3.5%	/
COc1ccc2nc(/N=C(\N)NC(=O)Nc3ccccc3)nc(C)c2c1
→ 3.8%	?	-4.7%
Cc1ccc(-c2n[nH]c(=O)c3ccccc23)cc1S(=O)(=O)NCCN1CCOCC1
→ ?	8.3%	2.1%
CCOc1cc(/C=N\NC(=O)c2c(C)nc3ccccn23)ccc1O
→ -10.9%	-4.0%	/
CCOC(=O)c1ccc(NC(=O)CNC(=O)C23CC4CC(CC(C4)C2)C3)cc1
→ -9.5%	0.6%	-2.0%
CCNS(=O)(=O)c1ccc(C(=O)OCc2cc(=O)oc3cc(OC)ccc23)cc1
→ -2.5%	-3.6%	-3.8%
CCC(C)NC(=O)C1CCN(S(=O)(=O)c2ccc3c(ccn3CC)c2)CC1 (stereo not drawn)
→ /	-2.9%	3.0%
CN(C)c1ccc(P(=O)(OC2CCCCC2)C(O)c2ccncc2)cc1 (stereo not drawn)
→ 2.2%	13.0%	3.6%
CC(C)[C@H](NC(=O)c1ccco1)C(=O)OCC(=O)Nc1cccc(F)c1
→ ?	-6.0%	5.3%
C/C(=N/NC(=O)c1ccccc1O)c1ccc(N2C(=O)C3CCCCC3C2=O)cc1 (stereo not drawn)
→ 9.1%	10.5%	5.9%
COc1cccc(-c2nn(C)c3sc(C(=O)NCc4ccc(C)o4)cc23)c1
→ ?	-16.1%	-4.3%
Cc1nc2c3c(-c4ccccc4)c(-c4ccccc4)oc3ncn2n1
→ 2.4%	/	0.0%
CCOC(=O)CCNC(=O)Nc1ccc2nc(C)n(Cc3ccccc3Cl)c(=O)c2c1
→ 9.2%	-8.5%	3.1%
COc1ccc(CCNC(=O)C(CCC(N)=O)NS(=O)(=O)c2ccc(Cl)cc2)cc1OC (stereo not drawn)
→ -2.2%	-4.9%	/
O=C(C1CCCN(Cc2ccccc2F)C1)N1CCCC1 (stereo not drawn)
→ 3.7%	18.7%	/
COc1ccc(CN(C(=O)Nc2cc(C)ccc2C)C2CCN(C(C)=O)CC2)cc1
→ /	-5.1%	2.5%
COc1cc(NC(=O)c2cncc(-c3ccc(C#N)cc3)c2)cc(C(=O)Nc2cccc(C(F)(F)F)c2)c1
→ 3.2%	-4.4%	-1.2%
COc1ccc(C2=NOC(C(=O)Nc3cccnc3)C2)cc1 (stereo not drawn)
→ /	-0.2%	2.0%
CCc1nn(C(CC)C(=O)NCCCN2CC(C)CC(C)C2)c(=O)c2cc3oc(C)cc3n12 (stereo not drawn)
→ -7.9%	-3.4%	1.3%
Cc1ccccc1-c1cc(C(=O)NCc2cccc(C(F)(F)F)c2)nn1CC1CC(c2cccc([N+](=O)[O-])c2)=NO1 (stereo not drawn)
→ -8.5%	13.3%	0.7%
CCCCOc1ccc(-c2nnc(-c3ccco3)o2)cc1
→ -18.6%	-15.4%	-1.0%
O=S(=O)(Cc1cc(N2CCOCC2)nc(-c2ccccn2)n1)c1ccccc1
→ 5.8%	-4.2%	3.8%
COc1ccc(C(=O)Nc2ccc(Cl)c(S(=O)(=O)Nc3ccccc3OC)c2)cc1
→ 9.2%	8.2%	4.2%
O=C(C1=COCCO1)N1CCN(S(=O)(=O)c2cccc(Cl)c2Cl)CC1
→ 1.5%	-0.3%	2.1%
COCCCNC(=S)NNC(=S)Nc1ccccc1
→ -13.6%	2.3%	-3.8%
COc1cccc(NS(=O)(=O)c2ccc3c(c2)C2C=CCC2C(c2ccc(C(=O)O)cc2)N3)c1 (stereo not drawn)
→ -2.6%	35.5µM*	5.3%
CC(C)(C)NC(=O)CN(Cc1ccc2c(c1)OCO2)C(=O)CCC(=O)Nc1nccs1
→ 0.8%	3.0%	/
O=C(Nc1nc2ccc([N+](=O)[O-])cc2s1)C1CCCO1 (stereo not drawn)
→ 4.9%	-4.3%	-2.4%
Cc1ccc(S(=O)(=O)N2CCCCC2CCNC(=O)C(=O)NC2CC2)cc1 (stereo not drawn)
→ 1.5%	-1.3%	-3.3%
COc1nnc(-c2ccc(N3CCCCC3)c(NC(=O)c3ccccc3Cl)c2)c2ccccc12
→ /	4.8%	3.2%
O=C(CN1CCc2ccccc2C1)Nc1ccc(OC(F)(F)F)cc1
→ -8.4%	-18.7%	/
Cc1c(C(=O)N2CCCCC2)c(S(=O)(=O)Nc2cccc(Br)c2)c(C)n1C
→ 5.0%	6.0%	6.6%
CCN1CCN(C2CC(=O)NC2=O)CC1 (stereo not drawn)
→ 7.1%	/	-2.3%
O=C1NC(=O)C(Cc2c[nH]c3ccccc23)N1 (stereo not drawn)
→ -2.2%	-0.7%	1.1%[0.0935 µM]
Cc1cc([N+](=O)[O-])nn1CC(=O)N/N=C/c1ccccc1Br
→ 3.1%	6.1%	0.0%
Cc1cc(C)c(S(=O)(=O)NC(CC(=O)O)c2cccc([N+](=O)[O-])c2)c(C)c1 (stereo not drawn)
→ 4.4%	-6.2%	2.3%
Cc1ccc(C2=NN(C)c3nc4ccccc4n3C2)cc1
→ 21.0%	-2.9%	2.2%
NS(=O)(=O)c1ccc(CCNC(=O)C(=O)Nc2cc3c4c(c2)CC(=O)N4CCC3)cc1
→ -21.2%	-5.6%	-2.5%
COc1cc2c(cc1OC)CN(C(=O)Cc1ccccc1)CC2
→ -7.8%	-10.0%	/
COc1ccc(CNC(=O)CCS(=O)(=O)c2ccc3c(c2)CCN3C(C)=O)cc1
→ -13.7%	16.9%	-0.6%
Cc1ccc(C(=O)NCc2ccco2)o1
→ -14.7%	-3.3%	0.8%
Cc1oc(-c2ccccc2Cl)nc1Cn1cccc1C1=NC(c2ccccc2)CO1 (stereo not drawn)
→ 10.8%	13.2%	7.1%
COc1ccc2ccccc2c1CN(C)Cc1ccccc1
→ 8.5%	10.2%	/
Cc1nc(Oc2ccccc2)c2oc3ccccc3c2n1
→ 1.8%	-12.8%	-0.7%
O=C(Cc1cc(=O)oc2cc(O)ccc12)N[C@@H](Cc1c[nH]c2ccccc12)C(=O)O
→ ?	-3.4%	/
CC(=O)Nc1ccc(NC(=O)c2ccc(COc3ccc(Cl)cc3Cl)o2)cc1
→ /	-7.1%	3.2%
CCOC(=O)CNC(=O)Cn1cnc2sc(C)c(S(=O)(=O)N3CCC(C)CC3)c2c1=O
→ 0.9%	-11.9%	1.2%
Cc1ccc2c3c(c(SCC(=O)Nc4nonc4C)nc2c1)CCCC3
→ -15.4%	-0.6%	-0.5%
CCOC(=O)C1CCN(C(=O)CSc2n[nH]c(-c3ccc(OC)cc3)n2)CC1
→ /	-1.7%	2.7%
Cc1ccc(OCC(=O)Nc2ccccc2C(=O)OCc2cc(=O)n3c(C)csc3n2)cc1
→ /	-4.2%	-6.2%
C[C@H]1[C@H]2CC[C@H]3C4CC=C5C[C@@H](N(C)C)CC[C@]5(C)C4CC[C@]23CN1C (stereo partly drawn)
→ 4.3%	/	-4.0%[56.1 µM]
CCc1ccc(Sc2cc(C(=O)NC(C)CC)c3ccccc3n2)cc1 (stereo not drawn)
→ /	-13.6%	5.2%
COc1ccc(-n2c(-c3ccc(Cl)cc3)cc3c2CC(C)(C)CC3=O)c(OC)c1
→ /	-22.7%	12.7%
Cc1ccc(-c2noc(CN(C3CCCCC3)S(=O)(=O)c3ccc(C)cc3)n2)cc1
→ /	-18.4%	0.0%
COc1cccc(CNC(=O)c2nc(Cn3nc(C)c(Br)c3C)no2)c1
→ /	8.7%	4.7%
N/C(=N\OC(=O)c1ccc(Cl)cc1)c1ccc(Cl)cc1
→ 7.6%	8.4%	5.2%
Cc1cccc(-c2cccc(NC(=O)C3CCCN(C(=O)c4cccnc4)C3)c2)c1 (stereo not drawn)
→ 3.6%	-12.0%	5.6%
Cc1nn(CC(=O)Nc2ccc(Cl)cn2)c(C)c1[N+](=O)[O-]
→ -2.1%	-0.7%	0.7%
CCOC(=O)C1CCCN(c2c(NCc3ccco3)c(=O)c2=O)C1 (stereo not drawn)
→ 6.6%	12.3%	5.2%
CCSc1nc(N)c2c3c(sc2n1)CN(C)CC3
→ 2.0%	/	2.1%
